Screening results as filed in PubChem.
Fluorescein fluor: fluorescein region autofluorescence. Compound autofluorescence, 480/540 nm, fluorescein-equivalent; stronger effect = higher value. max fluorescein-equivalent concentration, M. hit rate 0.91% among 59,000; in the data active = max fluorescein-equivalent concentration above about 10 nM; inconclusive = between about 1.1 nM and that limit
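In this qHTS profile, compound fluorescence was measured with a 480 nm/540 nm filter pair following a 15-min room-temperature incubation in 100 mM Tris (pH 8.0). A six-point fluorescein series on each plate served for normalization.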
USP2a inh: USP2a (human) protease inhibition | O75604 | USP2a enzymatic assay, qHTS inhibition | Potency, µM (highest dose often 38.3 µM), without a hit: at the top dose activity change, negative = inhibition, hits mostly inhibitors | hit rate 0.1% among 60,000;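 also: potency is read from the fitted curve at half-maximal effect; nearly all actives have a fitted effect of over 60% in size; plate controls were DMSO for no effect and NEM full inhibition control for full effect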
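USP2 core (20 nM final) was preincubated with compound for 30 min at RT in 20 mM Tris-HCl pH 8.0, 2 mM CaCl2, 2 mM beta-mercaptoethanol; Ub-PLA2 (20 nM) plus NBD C6-HPC (20 uM) then added, fluorescence read after 2.5 h.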
Casp1 inh: caspase-1 (human) inhibition, allosteric or competitive. Potency, µM (highest dose often 57.5 µM), without a hit: at the highest dose activity change, negative = inhibition, most hits filed as inhibitors. hit rate 0.03% among 75,000. Caspase-1 enzyme, Ac-WEHD-AFC fluorogenic rate. P29466;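 also: potency is read from the fitted curve at half-maximal effect; plate controls were vehicle for no effect and no substrate for full effect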
Casp7 inh: caspase-7 (human) inhibition, allosteric or competitive. P55210. recombinant caspase-7, Ac-DEVD-AFC fluorescence rate. Potency, µM (titrated, usually from 57.5 µM), for inactives: top-dose activity change, negative = inhibition, actives largely listed as inhibitors. hit rate 0.02% among 75,000; active = well fitted inhibition curve with a large enough effect in the main read-out, with a control signal flat, not every such curve was filed as active; inconclusive = small, poorly fitted or top-dose-only effect, or a change in a side signal; also: potency is read from the fitted curve at half-maximal effect; % of control where 0% means no effect
BRCT inh green: blocks human BRCA1 BRCT binding to phosphopeptide, green readout. BRCA1 BRCT-phosphopeptide binding, green fluorescence polarization. Potency, µM (titrated, usually from 76.9 µM), without a hit: at the top dose activity change, negative = inhibition, usual class: inhibitors. hit rate 0.05% among 75,000. AID 875;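 also: potency is read from the fitted curve at half-maximal effect; plate controls were peptide without protein for full effect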
Target sequence (P38398 whole entry, looked up): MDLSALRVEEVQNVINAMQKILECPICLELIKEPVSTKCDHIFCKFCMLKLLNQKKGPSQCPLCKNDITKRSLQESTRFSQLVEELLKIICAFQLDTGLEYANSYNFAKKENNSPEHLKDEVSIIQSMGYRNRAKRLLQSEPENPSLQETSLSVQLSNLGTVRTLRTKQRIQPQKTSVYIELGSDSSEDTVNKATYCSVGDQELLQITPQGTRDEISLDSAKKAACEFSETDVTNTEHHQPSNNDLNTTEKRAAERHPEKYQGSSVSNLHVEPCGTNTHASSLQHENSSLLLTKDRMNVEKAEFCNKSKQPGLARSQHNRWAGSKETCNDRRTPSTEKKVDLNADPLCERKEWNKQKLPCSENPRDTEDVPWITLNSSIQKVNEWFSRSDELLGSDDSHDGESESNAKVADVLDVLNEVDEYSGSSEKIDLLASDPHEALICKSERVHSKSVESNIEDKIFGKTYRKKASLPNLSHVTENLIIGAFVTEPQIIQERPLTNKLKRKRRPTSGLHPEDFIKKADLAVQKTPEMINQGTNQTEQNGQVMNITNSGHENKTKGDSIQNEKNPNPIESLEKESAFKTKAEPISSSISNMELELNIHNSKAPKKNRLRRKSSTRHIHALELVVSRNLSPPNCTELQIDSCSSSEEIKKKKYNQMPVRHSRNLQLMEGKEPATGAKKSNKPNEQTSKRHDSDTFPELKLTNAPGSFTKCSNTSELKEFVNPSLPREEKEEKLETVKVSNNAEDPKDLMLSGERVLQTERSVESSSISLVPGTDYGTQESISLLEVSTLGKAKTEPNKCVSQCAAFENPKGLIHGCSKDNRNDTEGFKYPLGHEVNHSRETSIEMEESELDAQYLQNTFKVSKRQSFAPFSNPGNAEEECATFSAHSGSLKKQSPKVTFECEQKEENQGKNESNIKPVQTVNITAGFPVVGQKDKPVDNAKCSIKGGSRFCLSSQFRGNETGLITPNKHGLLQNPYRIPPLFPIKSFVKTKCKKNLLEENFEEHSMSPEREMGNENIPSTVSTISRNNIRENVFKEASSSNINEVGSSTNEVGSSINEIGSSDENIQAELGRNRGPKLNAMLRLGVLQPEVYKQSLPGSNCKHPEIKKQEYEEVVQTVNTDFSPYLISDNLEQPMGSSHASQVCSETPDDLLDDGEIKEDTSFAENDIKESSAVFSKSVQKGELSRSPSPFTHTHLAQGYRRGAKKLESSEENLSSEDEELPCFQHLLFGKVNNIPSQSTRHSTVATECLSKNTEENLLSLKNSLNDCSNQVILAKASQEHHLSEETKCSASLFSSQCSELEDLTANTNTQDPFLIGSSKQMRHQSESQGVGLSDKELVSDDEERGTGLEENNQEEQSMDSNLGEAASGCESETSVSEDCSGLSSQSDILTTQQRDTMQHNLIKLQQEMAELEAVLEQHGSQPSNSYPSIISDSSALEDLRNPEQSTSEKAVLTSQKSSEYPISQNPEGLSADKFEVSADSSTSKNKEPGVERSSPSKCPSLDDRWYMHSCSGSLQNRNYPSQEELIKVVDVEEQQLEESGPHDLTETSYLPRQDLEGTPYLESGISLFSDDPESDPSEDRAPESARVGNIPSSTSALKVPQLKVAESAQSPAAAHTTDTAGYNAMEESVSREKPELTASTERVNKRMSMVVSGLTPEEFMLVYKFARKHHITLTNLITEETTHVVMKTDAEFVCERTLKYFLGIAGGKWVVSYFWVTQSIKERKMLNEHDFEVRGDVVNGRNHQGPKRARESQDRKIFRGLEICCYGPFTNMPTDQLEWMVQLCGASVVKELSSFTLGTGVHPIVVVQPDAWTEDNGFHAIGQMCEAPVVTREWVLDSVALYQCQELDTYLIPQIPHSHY
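Fluorescence polarization: His-tagged BRCT (~35 kDa BRCA1 C-terminus, 250 nM) bound to 100 nM fluorescein-labeled phosphorylated 10-aa BACH1 peptide, pH 7.3 phosphate buffer with DTT and Tween 20. Compounds incubated 12 min at room temperature; inhibition read as lowered polarization.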
A350 autofl: compound fluoresces in the Alexa 350 spectral region | max dye-equivalent concentration, M | Compound autofluorescence, 340/450 nm, Alexa 350 dye-equivalents; stronger effect = higher value | hit rate 11% among 59,000; in the data active = max dye-equivalent concentration above about 10 nM; inconclusive = mostly about 1.1 nM to 9.6 nM
TexasRed autofl: compound fluoresces in the Texas Red spectral region | Compound fluorescence, Texas Red channel, 547/618 nm; stronger effect = higher value | hit rate 0.06% among 59,000 | AID 587 | max dye-equivalent concentration, M; in the data active = max dye-equivalent concentration above about 10 nM; inconclusive = between about 1.1 nM and that limit
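qHTS profiling of intrinsic compound fluorescence; 100 mM Tris pH 8.0; 15 min RT; ex 547 / em 618 nm; response expressed as Texas Red dye-equivalent concentration from six-point plate standard.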
HEK293 cAMP ctrl: counter-screen for TSHR agonists: cAMP increase in parental HEK293 | AID 938 | hit rate 2.5% among 73,000 | parental HEK293 CNG cAMP sensor, membrane potential fluorescence | Potency, µM (highest dose often 57.1 µM), for the others: at the highest dose activation, usual class: activators; also: potency is read from the fitted curve at half-maximal effect; % of control where 0% means no effect; nearly all actives have a fitted effect of over 55% in size
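Counterscreen for endogenous-receptor signalling: CNG-channel HEK 293 cells report cAMP rise by membrane depolarization. After 60 min dye equilibration with 100 uM RO 20-1724, compounds incubated 30 min before bottom-read fluorescence at 590 nm.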
BRCT inh red: disrupts BRCA1 BRCT binding to phosphoprotein, red fluorophore readout | BRCT-phosphopeptide binding, red fluorescence polarization | Potency, µM (doses to about 76.9 µM), for inactives: at the top dose activity change, negative = inhibition, usual class: inhibitors | hit rate 0.03% among 75,000 | AID 892; also: % is scaled to controls: 0 for no effect and ±100 for the full control effect
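Fluorescence polarization: 100 nM His-tagged BRCA1 BRCT with 100 nM TAMRA-labelled phospho-BACH1 decapeptide, phosphate buffer pH 7.3 with 150 mM NaCl, DTT, 0.01% Tween 20; 12 min RT. Binding inhibition seen as FP decrease.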
Rhodamine autofl: compound fluoresces in the rhodamine spectral region; Rhodamine-region fluorescence, 547/598 nm, Tris buffer; stronger effect = higher value; max dye-equivalent concentration, M; hit rate 0.05% among 59,000; AID 594; in the data active = max dye-equivalent concentration above about 11 nM; inconclusive = between about 1.1 nM and that limit
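Steps: pin-transfer compounds into pH 8.0 Tris (100 mM), hold 15 min at room temperature, image with a 547/598 nm filter pair, and convert intensities to rhodamine-equivalent concentration using a six-point on-plate rhodamine series.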
4MU fluor: compounds fluorescent in 4-MU spectral region | max dye-equivalent concentration, M | hit rate 11% among 59,000 | compound autofluorescence, 340/450 nm, 4-MU equivalents; stronger effect = higher value; in the data active = max dye-equivalent concentration above about 10 nM; inconclusive = mostly about 1.1 nM to 9.6 nM
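Compounds in 100 mM Tris, pH 8.0, incubated 15 min at room temperature, then fluorescence read at 340 nm excitation/450 nm emission. Signal converted to 4-MU dye-equivalent concentration using an on-plate six-point 4-MU standard curve.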
* hit, by the source's call; i = inactive; ? = inconclusive; nt = no result given; [ ] = dose if it differs, or a comment. Unless noted, calls follow the shape of the dose curve; as a rule, active = well fitted curve in the direction sought with a large enough effect; inconclusive = small, poorly fitted or top-dose-only effect, or another doubt; inactive = no such curve, though single readings can be large; an effect the other way counts as inactive or inconclusive. Not all compounds are listed; rates above refer to the full screens.

SMILES	Fluorescein fluor	USP2a inh	Casp1 inh	Casp7 inh	BRCT inh green	A350 autofl	TexasRed autofl	HEK293 cAMP ctrl	BRCT inh red	Rhodamine autofl	4MU fluor
Nc1nc(-c2ccccc2)nc(-c2ccccc2O)n1	?	-4%	-4%	1%	1.3%	i	?	?	0.1%	i	i
O=C(NCc1ccccc1)c1cc(=O)nc2sc(-c3ccccc3)nn12	i	-1%	-1%	0%	-0.6%	1.4e-07M*	i	?	-0.1%	i	9.7e-08M*
CC(C)CCOC(=O)/C=C/c1ccccc1	nt	nt	-3%	1%	0.7%	nt	nt	51%	0.1%	nt	nt
CC1(C)CC(=O)c2cnn(-c3nc4ccccc4[nH]3)c2C1	i	11%	0%	-2%	-1.1%	i	?	-4%	-0.7%	i	i
c1ccc(Cc2nnc3sc(-c4ccc5c(c4)OCO5)nn23)cc1	?	5%	0%	2%	0.1%	?	i	9%	-0.9%	i	?
O=C(CSc1ccccn1)N1CCN(C(=O)CSc2ccccn2)CC1	i	5%	-1%	2%	-3.3%	i	i	13%	-1.0%	i	i
O=C(O)c1ccc2c(c1)nnn2C1CCCCC1	i	-1%	0%	-1%	-2.9%	i	i	-14%	-1.1%	i	i
CCOC(=O)N1CCC(NC(=O)C2CCC(Cn3c(=O)[nH]c4ccccc4c3=O)CC2)CC1 (stereo unspecified)	i	4%	0%	-4%	0.2%	i	i	?	-0.3%	i	i
O=S(=O)(c1cccc(C(F)(F)F)c1)N1c2ccccc2-n2cccc2[C@H]1c1cccnc1	?	nt	0%[11.5 µM]	-8%[11.5 µM]	4.3%[15.4 µM]	1.3e-08M*	i	?	2.4%[15.4 µM]	i	1.1e-08M*
CC1CCc2c(sc3ncnc(N4CCOCC4)c23)C1 (stereo unspecified)	nt	-13%[7.66 µM]	0%	-2%	0.1%	nt	nt	?	-0.9%	nt	nt
O=S(=O)(c1cc(Cl)ccc1Br)N1CCCCC1	?	-2%	-2%	0%	-0.3%	i	i	?	0.5%	i	i
COC(=O)c1ccc(CSc2nnnn2C)o1	i	-10%	2%	-1%	-1.1%	i	?	0%	-0.8%	i	i
O=C(O)C1CCN1C1CCCCC1 (stereo unspecified)	?	-1%	1%	0%	-0.8%	i	?	4%	0.8%	i	i
CC(C)Sc1nc2c(c(=O)n(C)c(=O)n2C)n1C	?	-3%	1%	0%	-0.2%	i	i	-8%	0.4%	i	i
C=CCOC(=O)C1=C(C)N(C)C(=O)NC1c1cc2c(cc1Br)OCO2 (stereo unspecified)	nt	13%	-1%	-1%	0.6%	nt	nt	26%	-1.8%	nt	nt
CN1CCN(c2nc(Nc3cccc(C(F)(F)F)c3)nc(N3CCOCC3)n2)CC1	i	43%[activator]	0%	-2%	0.1%	i	i	14%	0.2%	i	i
CCc1cccc(C)c1NC(=O)C1C2CCC(O2)C1C(=O)O (stereo unspecified)	i	-3%	1%	-1%	-1.8%	i	i	3%	0.9%	i	i
COc1ccccc1NC(=O)C1C2CCCCC21 (stereo unspecified)	i	-2%	-1%	-1%	2.7%	i	i	?	1.0%	i	i
COC(=O)NC(c1ccc2ccccc2c1)C(C(C)=O)C(=O)OC (stereo unspecified)	nt	nt	-1%[11.5 µM]	0%[11.5 µM]	0.8%[15.4 µM]	nt	nt	3%[11.4 µM]	-0.5%[15.4 µM]	nt	nt
On1cnnc1-c1ccccc1	i	0%	-1%	0%	0.3%	i	i	11%	0.7%	i	i
O=C(NCc1ccco1)c1ccccc1Nc1ccc(F)cc1	?	-4%	-4%	-3%	-1.6%	i	?	-2%	0.1%	i	i
COc1ccc(C)cc1NC(=O)NCCC1=CCCCC1	i	-3%	-1%	-2%	-3.7%	i	i	21%	-2.3%	i	i
O=Cc1ccsc1B(O)O	nt	nt	2%	0%	-1.8%	nt	nt	13%	0.1%	nt	nt
COc1cc(NS(=O)(=O)N2CCCC2)cc(OC)c1OC	?	-8%	1%	-1%	0.8%	i	?	7%	-0.3%	i	i
CC(C)(C)NC(=O)c1ccc(NC(=O)C2COc3ccccc3O2)cc1 (stereo unspecified)	?	54%[activator]	3%	-1%	-1.2%	i	i	2%	-2.5%	i	i
CO[C@H]1COC(=O)CCC[C@H](C)[C@H](OC)COC(=O)C/C=C\[C@@H]1C	nt	nt	?	-1%[11.5 µM]	-2.1%[15.4 µM]	nt	nt	5%[11.4 µM]	-0.6%[15.4 µM]	nt	nt
CCNc1nc(Oc2ccccc2)nc(OC(C)C(=O)OCC)n1 (stereo unspecified)	?	nt	nt	nt	nt	?	i	nt	nt	i	?
CCOc1ccc(NC(=O)COC(=O)c2cccnc2)cc1	i	5%	-2%	-1%	-0.3%	i	i	-5%	-1.6%	i	i
Cc1ccoc1C(=O)NCc1occc1C(=O)O	nt	-10%	0%	-3%	-1.3%	nt	nt	5%	0.3%	nt	nt
CCCNC(=O)NC(C(=O)OC)C12CC3CC(CC(C3)C1)C2 (stereo unspecified)	?	2%	1%	0%	-2.3%	?	?	26%	-1.5%	i	i
CCc1c(C(=O)Nc2ccc(OC)c(Cl)c2)[nH]c(C)c1C(C)=O	i	9%	0%	-2%	0.5%	i	?	-8%	1.0%	i	i
O=C(NCc1ccco1)c1nn(-c2ccccc2)c(=O)c2ccccc12	i	8%	-4%	0%	3.4%	i	i	?	-1.6%	i	i
COc1cccc(Cn2c(NCC(C)C)nc3c2c(=O)n(C)c(=O)n3C)c1	?	nt	nt	nt	nt	?	i	nt	nt	i	i
Cc1onc(-c2ccccc2Cl)c1C(=O)N1CCCc2ccccc21	nt	-5%	0%	-7%	-1.5%	nt	nt	20%	0.5%	nt	nt
CSc1nnc(Cc2ccc3c(c2)OCO3)o1	i	-6%	0%	0%	-1.3%	i	i	20%	1.0%	i	i
CCCOC(=O)Nc1nc2ccccc2o1	?	-6%	-1%	2%	1.0%	i	i	12%	-0.2%	i	i

4MU fluor, entries above that show a hit
SMILES	USP2a inh	Casp1 inh	Casp7 inh	BRCT inh green	A350 autofl	TexasRed autofl	BRCT inh red	Rhodamine autofl	4MU fluor
O=C(NCc1ccccc1)c1cc(=O)nc2sc(-c3ccccc3)nn12	-1%	-1%	0%	-0.6%	1.4e-07M*	i	-0.1%	i	9.7e-08M*
O=S(=O)(c1cccc(C(F)(F)F)c1)N1c2ccccc2-n2cccc2[C@H]1c1cccnc1	nt	0%[11.5 µM]	-8%[11.5 µM]	4.3%[15.4 µM]	1.3e-08M*	i	2.4%[15.4 µM]	i	1.1e-08M*

(more compounds)
SMILES	Fluorescein fluor	USP2a inh	Casp1 inh	Casp7 inh	BRCT inh green	A350 autofl	TexasRed autofl	HEK293 cAMP ctrl	BRCT inh red	Rhodamine autofl	4MU fluor
CN1CCN(c2ccc(Cl)cc2NC(=O)c2cccc(S(=O)(=O)N(C)C)c2)CC1	?	41%[activator]	3%	0%	-0.1%	i	?	-3%	0.1%	i	i
O=S(=O)(c1ccc(Oc2ccc(S(=O)(=O)N3CCOCC3)cc2)cc1)N1CCOCC1	nt	8%[7.66 µM]	-1%	0%	0.2%	nt	nt	8%[11.4 µM]	-0.5%	nt	nt
CCOc1ccccc1C(=O)NCCCN1CCN(CCCNC(=O)c2ccccc2OCC)CC1	i	13%	0%	1%	0.0%	1.2e-08M*	i	7%	-0.8%	i	1.2e-08M*
O=C(CN1CCCCC1)NCCNC(=O)CN1CCCCC1	i	-4%	-1%	0%	0.3%	i	i	8%	-0.4%	i	i
Cc1cc2c3c(c1C)C1(C(=O)N3C(C)(C)CC2C)C(C#N)=C(N)Oc2n[nH]c(C)c21 (stereo unspecified)	?	28%	0%	-1%	-2.2%	i	?	8%	0.0%	i	i
COc1ccc(NC(=O)CCNC(=O)Cn2cnc3ccccc3c2=O)c(OC)c1	i	0%	-1%	-1%	-0.4%	i	i	-1%	-0.2%	i	i
Cc1cc(C)n2nc(CC(=O)NC3CCCC(C)C3C)nc2n1 (stereo unspecified)	i	1%	3%	-1%	-0.5%	?	i	1%	1.0%	i	i
CCn1c(SCC(=O)Nc2ccc3c(c2)OCO3)nnc1-c1cnccn1	i	14%	1%	-2%	0.4%	i	i	20%	-0.8%	i	i
COc1ccc(N2CCN(c3nc(NCCc4ccc(OC)c(OC)c4)nc(OC)n3)CC2)cc1	i	20%	-7%	-13%	-1.2%	i	i	?	-3.9%	i	i
O=C(CCc1nc(-c2ccccc2F)no1)NCCc1ccccc1Cl	i	8%	0%	0%	0.0%	?	i	29%	-1.6%	i	i
COc1ccc(NC(C)=O)cc1NC(=O)CSc1nnc(-c2cccnc2)n1C	?	5%	-8%	-7%	-1.7%	?	?	1%	-1.1%	i	1.2e-08M*
CCc1nnc(NC(=O)CCC(=O)N2CCN(CCc3ccccc3)CC2)s1	i	-7%	-1%	-1%	-1.1%	?	i	7%	-0.4%	i	?
CC(=O)N1CCc2cc(S(=O)(=O)NCCC(=O)NCCc3ccc(C)cc3)ccc21	?	12%	0%	-2%	-1.0%	i	i	-3%	0.3%	i	i
N#Cc1c2n(c3c(=O)n(Cc4ccc(Cl)cc4)cnc13)CCCCC2	nt	21%	-6%	-2%	3.0%	nt	nt	56%	-1.9%	nt	nt
O=C(Nc1ccc(O)cc1C(=O)O)c1ccc2c(c1)C(=O)N(Cc1ccco1)C2=O	i	3%	1%	-3%	-2.7%	i	i	?	-2.2%	i	i
